p53null 39C tox – p53 null cell cytotoxicity, nonpermissive temperature; H1299 p53-null (neo) cells, 39C, ATPlite viability, 24 h; Potency, µM (titrated, usually from 46.1 µM), without a hit: at the top dose activity, negative = cell killing, hits mostly cytotoxic; 55,000 tested, 0.97% active; AID 904;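 note: 0% = DMSO only and -100% = full killing by 100 µM tamoxifen; nearly all actives have a fitted effect of over 50% in size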
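Following overnight plating at 37C (600 cells/well), H1299-neo or H1299-p53A138V cells are dosed up to 46 uM. Incubation lasts 24 hr at 39C before ATP detection.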
p53null 32C kill – selectivity test: cytotoxicity in p53 null cells, permissive temperature; 55,000 tested, 0.62% active; H1299-neo p53 null cells, ATP luminescence, 24 h, 32C; AID 903; Potency, µM (titrated, usually from 46.1 µM), for inactives: top-dose activity change, negative = cytotoxicity, hits mostly cytotoxic;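 note: 0% = DMSO only and -100% = full killing by 100 µM tamoxifen; nearly all actives have a fitted effect of over 55% in size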
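Luminescent ATP readout gave cell viability of p53-null H1299-neo cells after a 24 h compound exposure at the permissive 32C. Titrations ran up to 46 uM, and AC50s were fitted with the standard Hill equation.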
* marks the source's active call; other numbers are inactive results; ? = inconclusive; [ ] = remark or other dose. Calls come from the whole dose curve; as a rule, active = well fitted cell-killing curve with a large enough effect; inconclusive = small, poorly fitted or top-dose-only effect; inactive = no such curve, though single readings can be large or run the other way. Potency is the fitted concentration of half-maximal effect. An excerpt (hit frequency here may not be typical).

structure	p53null 32C kill	p53null 39C tox
COc1ccc(N2C(=O)c3ccc(C(=O)OC(C)C)cc3C2=O)cc1	6%	5%
CC(C)Sc1nnc(CNC(=O)C23CC4CC(CC(C4)C2)C3)n1Cc1ccccc1	10%	20%
CCCNC(=O)CN(C)S(=O)(=O)c1c(C)cc(C)cc1C	-2%	-10%
COc1cc(C)c(NC(=S)Nc2cccc(Cl)c2)cc1OC	-8%	7%
CNc1nc(C(=O)O)nc(N2CCOCC2)n1	5%	7%
Cc1nn(-c2ccc(F)cc2)c2sc(C(=O)O)cc12	-13%	-13%
Cc1nc(NC(=O)/C=C/c2ccc(Cl)cc2Cl)sc1C(=O)N(C)C	4%	26%[1.84 µM]
Cc1ccc(NC(=O)C2C(=O)N(CCO)C3(C)CC2c2ccccc2O3)cc1 (stereo not given)	6%	-3%
O=C(Cn1nnc2ccccc21)OCC(=O)c1ccc(Cl)c(Cl)c1	6%	14%
O=C(Nc1cc(C(F)(F)F)ccc1-n1cnc2ccccc21)c1ccccc1	-6%	3%
CC(C)(C)c1ccc(CN2C3=NCCCN3c3ccccc32)cc1	?	?
Cc1ccc(C)c(NC(CC(=O)c2ccccc2)C(=O)OCC(=O)c2cccs2)c1 (stereo not given)	-3%	-7%
O=C(Nc1ccc(NC(=O)c2ccco2)nc1)c1cccnc1	13µM*	?
COc1ccc(C(C)=O)cc1CN1CCCCC1	-8%	6%
O=C(N/N=C/c1ccco1)c1cc(-c2ccccc2)n[nH]1	-6%	10%
CCCCOC(=O)Nc1ccc(N2CCOCC2)cc1	-4%	-18%
S=C1NCCc2ccccc2C1c1ccccc1 (stereo not given)	2%	7%
Cc1cc(OCC(=O)N2CCOCC2)cc2oc(=O)c3ccccc3c12	7%	11%
COC(=O)c1cccc(S(=O)(=O)N2CCC(c3nc4ccccc4o3)CC2)c1	-8%	-5%
CCC(CC)=N/N=C/c1c(O)n(CC)c2cc(C3=NNC(=O)CC3)ccc12	-7%	12%
Cc1ccc(C)c(NC(=O)CSc2nc(C)cc(C)c2C#N)c1	1%	-4%
Cc1ccc(CNC(=O)C2CC(=O)N(c3ccc(OCC(=O)N4CCCC4)cc3)C2)cc1 (stereo not given)	-3%	2%
Cc1ccc(OCC(=O)Nc2cccc(-c3nnc(-c4ccccc4)o3)c2)cc1	8%	-9%
CCOC(=O)/C(C#N)=C\c1c(C)cc(C)c(COC(C)=O)c1C	6%	4%
O=C(Oc1ccc(N(Cc2cccs2)C2=NS(=O)(=O)c3ccccc32)cc1)c1ccc(Cl)cc1	-6%	-6%

Entries above with a COOH group:
structure	p53null 32C kill	p53null 39C tox
CNc1nc(C(=O)O)nc(N2CCOCC2)n1	5%	7%
Cc1nn(-c2ccc(F)cc2)c2sc(C(=O)O)cc12	-13%	-13%

Carrying on.
structure	p53null 32C kill	p53null 39C tox
O=c1[nH]c(CN2CCN(Cc3ccc4c(c3)OCO4)CC2)nc2ccccc12	0%	10%
O=C(/C=C\c1ccccc1)Nc1nccs1	-20%	-13%
Cc1ccc(-c2cc(C(=O)Nc3cc(C)ccc3C)[nH]n2)c(O)c1	-4%	-9%
O=C(CSc1ccc(-c2ccco2)nn1)NCc1ccc(F)cc1	-6%	1%
NNC(=O)c1cnn(Cc2ccccc2)c1N	1%	-7%
NS(=O)(=O)c1ccc(CCNC(=O)c2cccnc2)cc1	5%	8%
CCOc1ccc(-c2nnn(CC#N)n2)cc1OC	-8%	6%
O=C(Nc1ccccc1N1CCOCC1)c1cccs1	-8%	-4%
COc1ccc(NC(C)=O)cc1NC(=O)CCn1c(=O)sc2ccccc21	1%	0%
CCSc1nnc(NC(=O)CSc2nc3c(c(=O)n2-c2ccccc2)SCC3)s1	1%	-8%
O=C(Nc1cc(N2CCOCC2)ncn1)NC1(C(F)(F)F)Oc2ccccc2O1	-6%	-19%
Clc1ccc(-c2nc(N3CCCCC3)nc3ccccc23)cc1	1%	12%
O=C1C=C(NCc2ccccc2)CCC1	-11%	-10%[1.84 µM]
COc1ccccc1/C=C/C1(C(=O)NC2CCCC2)CC(=O)N1c1ccc(F)cc1 (stereo not given)	3%	-4%
Clc1ccc(/C=N/Nc2nn[nH]n2)cc1	9%	3%
c1csc(-c2nnc(Cc3cccc4ccccc34)o2)c1	-6%	-8%
O=C(NCCCCNC(=O)c1ccc(Cl)s1)c1ccc(Cl)s1	15%	-5%
CC1(C)CC(=O)C=C(Nc2ccc(C(=O)O)cc2)C1	-1%	9%
COc1cccc(C(c2nnnn2CCc2ccccc2)N2CCN(c3ccccc3)CC2)c1OC (stereo not given)	6%	9%
O=C(NC1CCCC1)C1CCN(c2nccs2)CC1	6%	-16%
COc1ccc(C=O)cc1CSc1nnc(COc2cccc3cccnc23)o1	7%	1%
O=C1C=C(Nc2ccc(Cl)cc2)CC(c2ccco2)C1 (stereo not given)	28%	-8%
c1ccc2[nH]c(CSc3nccs3)nc2c1	-6%	11%
Cc1cnc(NC(=O)CSc2nnc(-c3ccccc3)o2)s1	?	14µM*
Cn1c(C(=O)NCc2ccccn2)cc2c(=O)n3ccccc3nc21	-14%	-2%

(further entries)
structure	p53null 32C kill	p53null 39C tox
CCn1c(NC(C)=O)nc2ccccc21	5%	-1%
COc1ccc2cc(C(=O)OC(C)C)sc(=O)c2c1OC	-11%	-10%
Cc1nn(Cc2c(Cl)cccc2Cl)c(C)c1N	-1%	-5%
Cc1cc(C)cc(NC(=O)N2CCC(NC(=O)c3ccccc3C)CC2)c1	4%	20%
Cc1cccc(NC(=O)Cn2c([N+](=O)[O-])cnc2C)c1C	-3%	25%
COc1ccc(CCNC(=O)CSc2nc3c(c(=O)n(C)c(=O)n3C)n2C)cc1OC	-1%	0%
CCN(CC)CCNC(=O)c1c(O)c2cc(OC)c(OC)cc2[nH]c1=O	0%	-10%
CCOC(=O)CN1C(=O)C(O)(CC(=O)c2ccc3c(c2)CCCC3)c2ccccc21 (stereo not given)	-5%	-5%
CCOC(=O)CSc1ccc2nnc(-c3ccncc3)n2n1	-4%	-7%
CC(C)Cc1nnc(NC(=O)CSc2ncn[nH]2)s1	10%	11%
COC(=O)C(C)Sc1ncnc2c1c(-c1ccccc1)cn2-c1ccc(OC)cc1 (stereo not given)	-8%	-13%
COCCn1c(SCC(=O)N2CC(=O)Nc3ccccc32)nnc1-c1ccoc1C	7%	11%
OC1CCCN(c2c3c(nc4cc(-c5cccc(Cl)c5)nn24)CCC3)C1 (stereo not given)	6%	24%
Cc1ccc(NC(=O)CSc2nnc(Cn3c(=O)sc4ccccc43)n2C)cc1	-17%	3%
C=CCOc1ccc(CNc2nccs2)cc1	-6%	16%
OC(CNCC1COc2ccccc2O1)COCc1cccs1 (stereo not given)	-10%	-1%
COc1ccc(N2C(=O)CC(SCC(=O)O)C2=O)cc1 (stereo not given)	-4%	6%
COC(CNC(=O)c1ccc2c(c1)nc(C)n2-c1ccc(F)c(F)c1)OC	-8%	4%
CSc1ccc(/C=c2\s/c(=C\C(=O)C(C)(C)C)n(CC(=O)NCCC3=CCCCC3)c2=O)cc1	-2%	3%
Cc1ccc2nc3c(cc(C(=O)NCC4CCCO4)n3C)c(=O)n2c1 (stereo not given)	-1%	7%
Cc1ccccc1-n1c(C)cc(/C=C2\NC(=O)NC2=O)c1C	11µM*	8.9µM*
CCOc1ccccc1C(=O)Nc1nnc(CC)s1	-14%	-25%
Cc1ccc(-c2nnn(CC(=O)N(CC3CCCO3)C(C(=O)NC(C)(C)C)c3ccc(F)cc3)n2)o1 (stereo not given)	-1%	3%
CC(C)Cn1c(CCC(=O)O)ccc1-c1cccs1	12%	13%
COc1ccc(-n2c(C)cc(/C=N/Nc3nnc(C)n3N)c2C)cc1	?	18%[1.84 µM]

Among those listed so far, these contain a tert-butyl group:
structure	p53null 32C kill	p53null 39C tox
CC(C)(C)c1ccc(CN2C3=NCCCN3c3ccccc32)cc1	?	?
CSc1ccc(/C=c2\s/c(=C\C(=O)C(C)(C)C)n(CC(=O)NCCC3=CCCCC3)c2=O)cc1	-2%	3%
Cc1ccc(-c2nnn(CC(=O)N(CC3CCCO3)C(C(=O)NC(C)(C)C)c3ccc(F)cc3)n2)o1 (stereo not given)	-1%	3%

Next part.
structure	p53null 32C kill	p53null 39C tox
COc1ccc(C2=NN(C(=O)c3cccs3)C(c3ccc(OC)cc3)C2)cc1 (stereo not given)	24%	25%[1.84 µM]
CCCn1c(NCc2ccccn2)nc2ccccc21	-9%	-14%
O=C(CCCn1c(=O)[nH]c2cc(Cl)ccc2c1=O)NCCN1CCN(c2ccccc2)CC1	-11%	-16%
CC(=O)C1=C(O)C(=O)N(c2ccc(C)cc2)C1c1ccccn1 (stereo not given)	8%	17%
Cc1cccc(Oc2ncnc(N)c2[N+](=O)[O-])c1	5%	-7%
O=C(Oc1cccc(N2C(=O)CCC2=O)c1)c1ccccc1	-12%	-8%
O=C(c1cc(-c2cccs2)on1)N1CCc2ccccc2C1	3%	-1%
CSc1n[nH]c(NCc2ccc(Cl)cc2)n1	-26%	3%
CCn1c(C)cc(/C=C2/NC(=O)N(CC(=O)Nc3cccc(C)c3)C2=O)c1C	11%	12%
CC(C)=CC(=O)Nc1nnc(C)s1	-3%	-7%
CCc1cc2c(NCC3CCCO3)nc(C)nc2s1 (stereo not given)	2%	-4%
COc1cc(N=CC2=C(O)c3ccccc3C2=O)cc(OC)c1	-1%	18%
Cc1nn(C)c(C)c1S(=O)(=O)N(CC(=O)NCc1cccs1)c1ccc(C(C)C)cc1	0%	3%
CCCc1nc(SCC(=O)Nc2ccc(N3CCOCC3)cc2)c2ccccc2n1	2%	-4%
CCOC(=O)CSc1nnc2n1C(C)(C)Cc1ccccc1-2	4%	-21%
CNc1cc([N+](=O)[O-])ccc1N/C=C/C(=O)c1cccs1	-15%	-17%
Nc1c(C(=O)NCCc2ccccc2)nnn1Cc1ccc(Cl)cc1	-6%	7%
CC1(C)CC(=O)C(N=Nc2ccc(Cl)cc2)=C(O)C1	5%	30%[activator][1.84 µM]
Cc1cc(C(=O)N2CCN(Cc3ccc4c(c3)OCO4)CC2)on1	21%	-9%
COC(=O)c1cc(OC)c(OC)cc1NCC(=O)Nc1ccc(C)cc1	3%	-17%
Cc1ccc(NC(=O)CN(C)C(=O)COc2c(Cl)cc(Cl)c3ccc(C)nc23)cc1	-3%	-1%
CCn1c(-c2cc(OC)ccc2OC)csc1=Nc1c(C)n(C)n(-c2ccccc2)c1=O	6%	-1%
CCOc1ccc(OCC)c(S(=O)(=O)NCc2cccnc2)c1	-8%	-5%
COc1ccc(OCc2nc(C#N)c(N3CCN(c4ccc(OC)cc4)CC3)o2)cc1	1%	5%
O=C(CC(Nc1ccc(Cl)cc1)C(=O)O)c1ccccc1 (stereo not given)	?	14µM*

Remaining list, next part:
structure	p53null 32C kill	p53null 39C tox
CCOC(=O)CSc1nc2ccc(Nc3nc(N4CCOCC4)nc(N4CCOCC4)n3)cc2s1	0%	3%
Cn1cnnc1SCCC(=O)Nc1ccc(Cl)cc1	4%	5%
O=C(CCC1CCCC1)N1CCN(C(=O)C2CC2)CC1	0%	-10%
CCC(C)c1ccc(NC(=O)C2CCN(c3ncccn3)CC2)cc1 (stereo not given)	-5%	-1%
O=C(O)C1CCCN1S(=O)(=O)c1ccc2ccccc2c1 (stereo not given)	6%	17%
CCCCOc1ccc(C(=O)N2CCCC2C(=O)O)cc1 (stereo not given)	2%	19%
N/C(CCN1CCOCC1)=N/O	4%	3%
CCCCCOc1ccc(C(=O)C(c2ccccc2)N2CCOCC2)cc1 (stereo not given)	-7%	10%
COc1ccc(C(=O)N2CCc3ccccc32)cc1	2%	-1%
COc1ccccc1NC(=S)Nc1cccc(F)c1	-11%	-19%
COc1cccc(OCc2cc(C3Nc4ccccc4C(=O)N3Cc3ccco3)ccc2OC)c1 (stereo not given)	-10%	-12%
CC(C)COc1ccc(-c2cc(C(=O)NN)[nH]n2)cc1	?	-8%
Nc1ccc2oc(-c3ccccn3)nc2c1	11µM*	-21%
O=C(Nc1ccccc1-c1nnn(CC(=O)N2CCCc3ccccc32)n1)c1ccc(Cl)cc1	-6%	16%
CC(C)CC(c1nnnn1CC1CCCO1)N1CCN(c2cccc(Cl)c2)CC1 (stereo not given)	1%	3%
Cc1cccc(NC(=O)CSc2ccc(-c3ccco3)nn2)c1	-8%	15%
CC(=O)N(C)c1nnc(-c2ccccn2)s1	3%	11%
CCC(C)(C)NC(=O)CN(Cc1ccc2c(c1)OCO2)C(=O)CCC(=O)Nc1ccccn1	9%	4%
COCCNCC(=O)Nc1ccccc1Sc1ccccc1	-5%	21%
COc1ccccc1C(=O)NCc1ccccc1	-9%	7%

Structures above with a CF3 group:
structure	p53null 32C kill	p53null 39C tox
O=C(Nc1cc(C(F)(F)F)ccc1-n1cnc2ccccc21)c1ccccc1	-6%	3%
O=C(Nc1cc(N2CCOCC2)ncn1)NC1(C(F)(F)F)Oc2ccccc2O1	-6%	-19%

Assay outcomes as filed in PubChem.
